Measles CPE: compounds protecting cells from measles virus cytopathic effect, primary screen, measles RdRp inhibitor project, single point, MLSMR library, absorbance | Measles virus-infected cells, CPE protection | protection (pct of control), % at 4 µM | 140,000 tested, 1.5% active; in the data active = protection mostly above about 24%, no sharp cut-off; inactive = mostly below about 26%; note: some compounds called inactive have numbers as strong as hits
E-sel TNF inh: E-selectin induction blockers in HUVEC – imaging, immunofluorescence, high content, primary screen. 120,000 tested, 0.71% active. inhibition, % at 2 µM. AID 1246, 2008. HUVEC TNFa-induced E-selectin immunofluorescence;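 active = inhibition above the batch mean plus 3 SD, and confirmed as a hit on visual image review, cut at about 43% in these data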;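 note: 0% = TNF-stimulated DMSO wells and 100% = unstimulated control wells; not every result past the cut was called active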
Yeast growth inh: growth inhibitors of yeast BB579 in restrictive medium, primary screen, yeast lifespan-shortening project, S. cerevisiae; OD615, 48 h; inhibition, % at 10 µM; 140,000 tested, 0.51% active;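 active = inhibition above a set limit, 3 SD over the mean compound inhibition, cut at about 44% in these data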; note: inactives centre near -24
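System: Saccharomyces cerevisiae DeaD strain BB579, replicative lifespan model yeast. Buffer or medium: restrictive glucose-based CSMM-D medium. Doses: one dose, 10 µM compound with 0.25% DMSO. Timing: 4 h preincubation and 48 h exposure at 30 °C. Detection: turbidity as optical density at 615 nm. Benchmarks: amphotericin B 10 µg/mL, positive.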
Phagocyt inh: inhibitors of macrophage phagocytosis, primary screen, imaging, J774A.1 cells, IgG beads; 110,000 tested, 0.07% active; inhibition, % at 5 µM; AID 1029, 2008; J774A.1 macrophage IgG-bead phagocytosis;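 active = inhibition above the mean of the plate negative controls plus 5 SD, cut at about 13% in these data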;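 note: phagocytic index as fraction of beads internalized from green versus red external bead signal; plate controls were DMSO negative control for no effect and cytochalasin-D positive control for full effect; some results beyond the cut were filed as inactive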
PTEN del growth: growth suppression of PTEN-null HCT116, primary screen, cell-based, CellTiter-Glo. HCT116 PTEN-null viability, 60 h; hits give low values. viability, % at 10 µM. 140,000 tested, 1.2% active. AID 827, 2007;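 active = viability at or below a set limit, 4 SD under the median of all tested compounds, cut at about 3.7% in these data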;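 note: PTEN knockout HCT116 line with beta catenin targeted HCT116 as companion control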
Yeast life ext: compounds extending yeast replicative lifespan, primary screen, S. cerevisiae, OD615; S. cerevisiae growth with nicotinamide; deaD strain in restrictive glucose medium; inhibition of the nicotinamide effect, % at 10 µM; 130,000 tested, 0.68% active; AID 775, 2007;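 active = inhibition above a set limit, placed 3 SD over the median of all compounds, cut at about 26% in these data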;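 note: 0% = nicotinamide-treated wells and 100% = cells grown without nicotinamide; some compounds called inactive have numbers as strong as hits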
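System: DeaD-strain S. cerevisiae / Buffer or medium: CSMM-D, restrictive glucose (dextrose) synthetic minimal medium / Probe or stimulus: nicotinamide, 1.5 mM, co-present with compound / Compound: one concentration, 10 µM, DMSO 0.25% / Incubation: 48 h compound exposure at 30 °C, humidified / Technique: optical density (absorbance) at 615 nm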
bCat KO growth: primary screen for growth suppressors in beta-catenin knockout HCT116 cells (colon tumor, human) | 140,000 tested, 1.5% active | viability, % at 10 µM | HCT116 beta-catenin knockout viability, CellTiter-Glo, 60 h; hits give low values | AID 818, 2007;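 active = viability at or under a set limit, the compound median less 4 SD, cut at about 6% in these data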;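 note: 0% = Hyamine 1622 control at 20 µM and 100% = untreated cell control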
MRP-1 activ: H69AR viability gain despite doxorubicin, primary screen, MRP-1 activator project, H69AR cells, CellTiter-Glo | viability rescue | 140,000 tested, 0.61% active | AID 799, 2007 | viability increase, % at 10 µM;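 active = viability gain under doxorubicin at or above a set limit, the compound median plus 3 SD, cut at about 4.7% in these data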;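 note: MRP-1 overexpressing cells given doxorubicin 25 µM after compound pretreatment; 18-22 h compound pretreatment then 72 h with doxorubicin before readout; 0% = doxorubicin-only wells and 100% = vehicle-treated cells without doxorubicin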
GALR2 antag: GALR2 antagonists in receptor-expressing cells, primary screen | 140,000 tested, 0.39% active | inhibition, % at 4 µM | Galanin receptor type 2 (Homo sapiens), O43603 | antagonist mode | AID 828, 2007; in the data active = inhibition above about 27%;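 note: cells stimulated with galanin 1-16 at roughly its EC80; 0% = agonist challenge control and 100% = basal control without agonist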
Target sequence (O43603 whole entry, looked up): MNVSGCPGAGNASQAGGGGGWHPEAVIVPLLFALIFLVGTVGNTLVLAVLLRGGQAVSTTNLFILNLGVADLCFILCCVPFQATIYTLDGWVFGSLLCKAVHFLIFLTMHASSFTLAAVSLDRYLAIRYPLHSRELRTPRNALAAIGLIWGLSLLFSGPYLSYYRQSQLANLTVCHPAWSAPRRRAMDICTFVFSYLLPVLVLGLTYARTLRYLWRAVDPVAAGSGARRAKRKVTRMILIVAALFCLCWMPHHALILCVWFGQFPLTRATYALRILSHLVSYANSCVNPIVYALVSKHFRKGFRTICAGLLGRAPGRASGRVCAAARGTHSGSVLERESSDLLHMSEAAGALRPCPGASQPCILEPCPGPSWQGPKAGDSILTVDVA
NPY-Y2 antag: NPY-Y2 receptor antagonists, primary screen, cell-based | inhibition, % at 2.7 µM | AID 793, 2007 | 140,000 tested, 0.99% active | NPY-Y2 expressing cells, antagonist mode; in the data active = inhibition above about 17%;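 note: 0% = vehicle with agonist challenge and 100% = reference antagonist with challenge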
Target sequence (P49146 whole entry, looked up): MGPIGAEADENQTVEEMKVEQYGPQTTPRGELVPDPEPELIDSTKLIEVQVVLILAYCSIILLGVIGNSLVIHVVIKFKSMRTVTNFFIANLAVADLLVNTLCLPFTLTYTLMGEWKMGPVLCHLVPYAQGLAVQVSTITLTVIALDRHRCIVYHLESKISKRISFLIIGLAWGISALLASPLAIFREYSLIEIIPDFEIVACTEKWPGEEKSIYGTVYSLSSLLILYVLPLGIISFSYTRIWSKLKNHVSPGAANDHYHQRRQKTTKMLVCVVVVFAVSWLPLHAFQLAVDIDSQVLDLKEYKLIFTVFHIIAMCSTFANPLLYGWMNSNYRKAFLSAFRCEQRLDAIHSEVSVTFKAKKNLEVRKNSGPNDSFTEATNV
An asterisk follows results filed as active; nt = not tested or not shown; & = joins results of further samples. Compounds as they come, and some 6.1% of all compounds hit somewhere here.

SMILES	Measles CPE	E-sel TNF inh	Yeast growth inh	Phagocyt inh	PTEN del growth	Yeast life ext	bCat KO growth	MRP-1 activ	GALR2 antag	NPY-Y2 antag
Cc1ccn2cc(CCNS(=O)(=O)c3ccc4c(c3)CCCC4)nc2c1	5.0	-18.2	-37.2	nt	87.2	7.0	83.7	-1.8	-7.4	4.5
O=C(Nc1ccccc1)c1cccc(N2C(=O)CCC2=O)c1	3.0	8.2	20.7	1.8	91.7	4.4	100.0	-2.1	1.4	0.7
Cc1ccc(-c2c(C(=O)NCc3ccccc3)oc(=O)c3ccccc23)cc1	29.9	nt	-22.9	-6.3	100.3	-2.7	95.0	0.1	12.9	9.8
CCOC(=O)CN(C(=O)CN1CCC(n2nnc3cc(C)ccc32)CC1)c1ccccc1	14.9	-24.5	-49.0	2.0	85.4	-8.7	90.7	-3.5	-0.3	4.5
CCN(CC)S(=O)(=O)c1ccc(C(=O)Oc2coc(CSc3nc(C)cc(C)n3)cc2=O)cc1	5.5	-8.4	-46.5	4.9	87.0	4.0	77.2	0.0	-7.0	2.0
CC(C)CCn1nnnc1C(C(C)C)N1CCC(C(N)=O)CC1 (stereo not given)	1.7	9.8	-9.2	nt	97.5	nt	91.2	-2.1	0.4	1.4
Cc1cccc(NC(=S)N2CCC(C(=O)c3ccc(F)cc3)CC2)c1C	16.0	-8.1	0.4	-0.1	83.5	-12.2	95.9	-0.6	1.7	1.6
Cc1ccc(S(=O)(=O)n2nc(OC(=O)c3ccco3)cc2N)cc1	24.2	-23.8	-30.0	nt	97.2	12.4	95.2	-2.1	-1.1	-0.2
O=C1CC(N2CCOCC2)C(=O)N1CCN1C(=O)CC(N2CCOCC2)C1=O (stereo not given)	12.0	nt	-22.0	0.1	113.5	-1.6	95.5	-0.1	2.1	2.1
CCOc1ncccc1C(=O)N(C)CC(=O)Nc1ccc(C)cc1	8.6	7.2	-46.7	nt	100.2	2.3	91.2	-0.1	8.2	-0.4
O=C1c2cccnc2-c2ncccc21	46.1*	-11.8	7.8	nt	102.1	-21.3	96.1	0.1	-5.4	5.8
CN1CCN(NC(=O)C23CC4CC(CC(C4)C2)C3)CC1	8.3	nt	-33.7	-11.8	100.2	6.6	92.5	0.4	-4.8	0.8

Two entries from above, in CSV form:
Structure,Measles CPE,E-sel TNF inh,Yeast growth inh,Phagocyt inh,PTEN del growth,Yeast life ext,bCat KO growth,MRP-1 activ,GALR2 antag,NPY-Y2 antag
CCOc1ncccc1C(=O)N(C)CC(=O)Nc1ccc(C)cc1,8.6,7.2,-46.7,nt,100.2,2.3,91.2,-0.1,8.2,-0.4
O=C1c2cccnc2-c2ncccc21,46.1*,-11.8,7.8,nt,102.1,-21.3,96.1,0.1,-5.4,5.8

More entries:
SMILES	Measles CPE	E-sel TNF inh	Yeast growth inh	Phagocyt inh	PTEN del growth	Yeast life ext	bCat KO growth	MRP-1 activ	GALR2 antag	NPY-Y2 antag
CN(C(=O)c1ccc(=O)[nH]c1)C1(C(=O)NC2CCCCC2)CCCCC1	11.6	nt	-7.7	-1.1	94.0	-2.6	77.6	-3.6	4.5	1.0
COc1cccc(NC(=S)N/N=C2/CCCCc3ccccc32)c1	3.8	nt	23.4	-1.5	71.7	-5.2	72.4	0.1	11.9	4.1
CCCCn1c(-c2csc3c2CCC(C)C3)n[nH]c1=S (stereo not given)	nt	-7.0	-0.3	0.1	87.5	-12.1	92.3	-0.4	-5.5	7.1
COc1ccc(OCC(=O)Nc2ccccc2OC)cc1	4.2	nt	15.4	-0.4	85.4	-14.5	99.9	-0.8	2.5	5.3
CCCCn1c(=O)c(CCC(=O)OCC(=O)Nc2cc(Cl)ccc2OC)nc2ccccc21	13.6	nt	-39.2	nt	92.8	8.7	91.3	-1.3	14.6	0.6
CC(=O)OCCN1C(=O)c2cccnc2C1=O	33.1	19.1	-7.1	-0.7	95.4	-15.8	90.8	-1.2	10.6	-3.9
CCOC(=O)N/N=C\c1ccc(C)s1	27.6	11.4	0.4	-4.7	105.5	-3.5	105.8	-0.2	-9.1	1.0
CC(C)C(NS(=O)(=O)c1ccc2c(c1)oc(=O)n2C)C(=O)N1CCN(C2CCCCC2)CC1 (stereo not given)	9.3	8.6	-22.6	0.2	102.6	-4.3	85.0	-0.5	0.7	0.9
O=C(CCc1ccccc1)Nc1nnc(-c2ccc3c(c2)CCCC3)o1	6.4	-5.2	-20.1	-0.7	79.7	-6.1	83.5	-1.1	10.5	8.8
COc1cccc(Nc2nc(NCCO)c3ccccc3n2)c1	7.4	4.0	-38.3	-0.3	41.5	-3.9	32.6	-1.5	19.0	9.5
CCOn1c(=O)c(-c2ccc(OC)cc2)[n+]([O-])c2ccccc21	14.2	2.9	-34.0	2.5	106.6	-7.1	101.5	-0.9	3.4	1.4
CCN1C(C(=O)c2ccccc2)=C(Nc2ccccc2C)c2ccccc2S1(=O)=O	19.8	nt	-59.7	1.1	79.4	7.1	95.0	-1.6	3.6	6.2
CN(C(=O)CSCC(=O)O)C1CCCCC1	11.8	nt	-25.6	-4.9	92.3	-3.3	88.6	-2.4	5.8	2.5
NC(=O)c1sc2nc(-c3ccco3)ccc2c1N	37.2	23.5	53.3*	-0.1	71.8	-24.5	75.1	-3.7	-20.6	0.5
COc1cc(/C=C/C(=O)NC(C)C)ccc1OCc1ccccc1	87.9*	nt	-17.9	-3.2	99.7	-3.5	95.3	-0.5	3.5	3.0
CCOc1ccc(NC(=S)c2ccncc2)cc1	2.6	nt	-51.3	-0.4	71.3	-3.4	68.9	-0.6	0.8	1.4
CSc1ncccc1C(=O)Nc1nc2c(C)cccc2s1	6.2	-31.3	-41.6	-0.7	86.7	-3.3	90.4	0.8	28.9*	6.4
O=C(Nc1ncnc2sc3c(c12)CCCCC3)c1ccccc1	23.5	17.4	-59.8	-0.1	74.4	-8.4	64.8	0.8	-21.3	4.6
Cc1cccc(C(=O)Nc2ccccc2SCC(=O)Nc2ccc(C)c(Cl)c2)c1	9.9	nt	-23.5	-9.2	95.1	6.5	89.6	1.7	-7.1	0.8
O=C(NCC(=O)N(Cc1cccs1)C(C(=O)NC1CCCCC1)c1ccco1)c1ccco1 (stereo not given)	6.1	31.0	-8.9	nt	87.4	nt	89.5	-1.0	8.1	1.4
CCc1ccc(NC(=O)COC(=O)c2ccc(Cl)c(S(=O)(=O)N3CCCCCC3)c2)cc1	11.5	nt	-28.4	-13.0	90.0	0.0	89.2	-1.4	-11.5	3.8
C=CCc1c(C)[nH]c2ccc(C)cc2c1=O	4.5	9.4	-6.8	nt	95.9	-14.5	79.0	0.1	5.5	2.7
CCOC(=O)C1CCCN(C(=O)CSc2nccn2C)C1 (stereo not given)	23.9	-23.3	6.6	-0.4	93.7	-6.6	92.8	-1.9	6.6	2.9
O=C(CSc1nnc(-c2cccnc2)n1Cc1ccccc1)N1CCOCC1	4.5	9.3	-7.0	-0.2	88.7	-18.0	87.9	-1.0	-9.3	3.1
CCC1(c2ccccc2)NC(=O)N(CC(=O)Nc2cccc(C#N)c2)C1=O (stereo not given)	37.5	nt	-2.0	0.0	92.8	-9.5	97.2	-1.1	-2.4	4.3
Cn1c(SCC(=O)Nc2cccc(O)c2)nnc1-c1ccc(S(=O)(=O)N2CCOCC2)cc1	11.7	11.8	2.9	-0.3	95.3	-17.3	93.2	-1.8	7.4	0.9
COc1ccc(C(=O)CSc2nnc(-c3ccc(S(=O)(=O)N4CCOCC4)cc3)o2)cc1	16.5	-19.1	-47.3	0.3	71.2	-6.7	73.2	-1.9	-1.2	4.1
O=C1C(Nc2ccccc2)=C/C(=N/S(=O)(=O)c2cccs2)c2ccccc21	1.0	5.1	-21.8	-5.2	1.7*	1.2	2.0*	-5.2	87.8*	-8.5
Cc1ccc(CSc2nc3ccccc3cc2C=O)cc1	7.2	-16.2	-11.3	nt	14.0	29.5	14.0	-5.0	11.9	-1.7
O=C(CCSCc1ccc(Cl)cc1)NCCC1=CCCCC1	14.2	nt	-19.4	-5.6	91.1	7.0	96.7	-1.5	9.6	6.2
Cc1ccc(CNC(=O)C2C3C=CC4(CN(Cc5cccnc5)C(=O)C24)O3)cc1 (stereo not given)	-0.5	10.5	-9.8	-0.9	88.2	-4.5	83.4	-0.6	1.8	3.1
Cc1ccc(NC(=O)CC2SC(=O)N(c3ccccc3)C2=O)cc1 (stereo not given)	4.0	0.2	-11.2	nt	84.2	nt	78.5	1.6	3.2	1.7
Cc1cc(C(=O)N/N=C/c2cc([N+](=O)[O-])cc(C)c2O)n[nH]1	24.5	nt	40.4	-7.1	83.0	-1.5	79.6	5.5*	4.3	9.9
Cc1cn2nc(N)c3ccccc3c2n1	7.4	-20.4	-29.8	-0.7	101.4	-2.4	82.4	-2.0	14.3	0.7
CCC(CC)C(=O)Nc1c(C)n(C)n(-c2ccccc2)c1=O	47.9*	2.3	-4.9	-0.1	113.2&106.4	57.1*	98.5	2.5	10.0	-0.9
COc1ccccc1C(=O)Nc1ccc(-c2nnc(SCC(=O)O)n2C)cc1	6.5	-17.8	-2.4	2.6	101.5	-13.7	100.9	2.4	2.2	0.7
CNC(=S)NNC(=O)Cc1ccc(OC)c(OC)c1	6.5	-48.6	-23.2	0.5	94.3	0.7	91.3	-0.8	-3.5	6.1
Cc1ccc(NC(=O)COC(=O)C2CCC(=O)N2)c(S(=O)(=O)N2CCOCC2)c1 (stereo not given)	4.7	nt	-51.6	-0.1	81.8	11.3	80.7	-2.7	-1.8	0.0
COC(=O)[C@@H]1C(c2ccccc2)(c2ccccc2)[C@@]1(C)C(=O)OC	1.4	21.7	-15.6	-3.0	95.6	-0.1	92.1	-1.5	-13.5	2.8
CCCCOC(=O)Nc1ccc(C)c(Cl)c1	23.4	0.4	-51.4	nt	94.6	-22.8	92.8	0.8	6.7	7.2
CCC(C)(C)C1CCC(=NNC(=O)c2ccc(Br)o2)CC1 (stereo not given)	39.0*	nt	11.0	-3.2	90.4	2.9	94.6	-1.6	5.3	3.2
Cc1cc(C)n(-c2nc3c(c(=O)[nH]c(=O)n3C)n2CC(O)COc2ccc(Cl)cc2Cl)n1 (stereo not given)	0.9	-8.1	-14.7	nt	21.6	nt	25.1	-6.2	10.0	1.0
O=C(COC(=O)C1=COCCO1)Nc1ccc(Oc2ccccc2)cc1	12.0	-7.5	-35.8	-0.4	94.2	-20.1	97.5	-3.1	0.4	-1.9
COc1ccc2c(C)cc(SCn3nnc4ccccc4c3=O)nc2c1	17.6	29.4	-3.8	-5.1	66.1	-8.6	75.0	-5.2	7.8	5.9

From PubChem BioAssay
